NLRP3 yeast inh: NALP3 inhibition in yeast; 0.39% of 330,000 active; inhibition, % at 10 µM; AID 2825; Yeast reconstituted NLRP3/ASC/caspase-1, beta-gal luminescence, 24 h;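 active = inhibition of 50% or more; inactive = inhibition below 50%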;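 also: plate controls were induced DMSO wells for no effect and uninduced yeast grown without galactose for full effect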
GRIN3A LBD mod: modulators (binders) of human NR3A ligand-binding domain; Tm shift relative to glycine control, % at 25 µM; NR3A LBD differential scanning fluorimetry, Tm shift; 0% = protein alone, 100% = glycine-bound protein; 2.5% of 340,000 active;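 active = melting temperature shift of at least 10% of the positive control shift, at one fixed dose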
CHOP UPR activ: apoptotic UPR (CHOP) activation | CHO-CHOP luciferase reporter, luminescence; percent of tunicamycin response over DMSO baseline | activation, % at 10 µM | 0.34% of 330,000 active;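 active = at 10 µM dose, activation of 40% or more, normalized to positive control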;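 also: 100% = tunicamycin at 10 µg/mL and 0% = DMSO alone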
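Evaluation: % reporter activation, DMSO baseline versus tunicamycin full activation; System: CHO-CHOP luciferase reporter cell line; Input: 500 cells/well; Incubation: 6 h compound treatment, 37 °C; Measured by: Steady-Glo luciferase luminescence; Dosing: one dose, 10 µM in 0.5% DMSO; Buffer or medium: F12 medium, 10% FBS; Benchmarks: positive tunicamycin 10 µg/mL, negative DMSO alone.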
tim23-1 inh: tim23-1 yeast growth inhibition. S. cerevisiae tim23-1 growth, BacTiter-Glo luminescence, 24 h. inhibition, % at 20 µM. 1.3% of 330,000 active. AID 463212;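 active = growth inhibition of the mutant yeast at or above 50%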;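 also: temperature-sensitive mutant grown at 25 °C; plate controls were DMSO-treated mutant yeast for no effect and medium wells lacking yeast for full effect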
Mdm2 MdmX PPI: human Mdm2/MdmX binding inhibition | 3% of 330,000 active | O15151+Q00987 | AID 485346 | SaOS-2 split-luciferase Mdm2/MdmX complementation, luminescence | inhibition, % at 8 µM;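 active = inhibition of at least 50% at 8 µM in the primary screen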
TIM10 inh: TIM10 yeast growth inhibition | 1.4% of 330,000 active | inhibition, % at 10 µM | S. cerevisiae TIM10 strain growth, BacTiter-Glo luminescence, 24 h;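 active = inhibition of 40% or more at the single tested concentration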;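 also: wild-type TIM10 isogenic control strain grown at permissive 25 °C; 0% = DMSO yeast wells and 100% = minimal medium wells without yeast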
UPR XBP1 act: adaptive UPR (XBP1) activation; CHO-XBP1 luciferase reporter, IRE1-XBP1 UPR activation, luminescence; percent of tunicamycin response, DMSO as zero; activation, % at 20 µM; 0.33% of 330,000 active; AID 463104;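 active = versus positive control, 20 µM dose yields 30% or more activation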;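 also: 100% = tunicamycin at 10 µg/mL and 0% = DMSO only wells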
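assay system = CHO-XBP1 luciferase reporter cells | amount = 1000 cells/well | buffer or medium = F12 plus 10% FBS | compound dosing = single point, 20 µM final compound, 1% DMSO | incubation = 16-18 h cell attachment at 37 °C, then 6 h compound exposure | detection = Steady-Glo luminescence read | controls = tunicamycin 10 µg/mL and vehicle-only wells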
APJ agonist: activates the human apelin receptor APJ | P35414 | CHO-K1 APJ PathHunter beta-arrestin, luminescence; 0% DMSO wells, 100% apelin | activation, % at 20 µM | 0.11% of 330,000 active | AID 2520;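 active = activation more than six SD over the plate average, tested at 20 µM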;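 also: 0% = DMSO alone and 100% = apelin-13 at 10 nM; some results filed as inactive read as strong as hits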
Target sequence (P35414 whole entry, looked up): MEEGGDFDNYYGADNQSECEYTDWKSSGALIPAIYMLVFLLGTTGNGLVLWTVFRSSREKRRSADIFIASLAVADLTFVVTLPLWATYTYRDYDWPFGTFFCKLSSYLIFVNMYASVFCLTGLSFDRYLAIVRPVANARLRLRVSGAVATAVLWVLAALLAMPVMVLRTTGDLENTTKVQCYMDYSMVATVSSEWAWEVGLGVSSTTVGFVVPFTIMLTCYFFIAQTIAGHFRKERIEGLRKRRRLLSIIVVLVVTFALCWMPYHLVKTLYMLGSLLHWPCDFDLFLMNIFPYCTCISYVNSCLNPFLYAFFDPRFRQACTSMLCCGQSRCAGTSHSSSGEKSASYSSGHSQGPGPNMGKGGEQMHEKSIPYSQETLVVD
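Test system: CHO-K1 APJ beta-arrestin complementation cell line. Amount: cell density 1000 per well. Controls: DMSO negative, 10 nM Apelin-13 positive. Signal: luminescent beta-gal fragment complementation, chemiluminescent substrate. Read-out basis: agonist-driven arrestin binding to APJ. Timing: compound stimulation 90 min at 25 °C, detection 60 min.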
tim10-1 inh: tim10-1 yeast growth inhibition; inhibition, % at 20 µM; S. cerevisiae tim10-1 ts strain growth, BacTiter-Glo, 24 h; 2.2% of 330,000 active;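 active = inhibition of at least 40%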;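 also: mutant grown at 25 °C; 0% = DMSO wells with yeast and 100% = wells holding no yeast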
The depositor's hits bear a star; . = no result given.

Value order: NLRP3 yeast inh, GRIN3A LBD mod, CHOP UPR activ, tim23-1 inh, Mdm2 MdmX PPI, TIM10 inh, UPR XBP1 act, APJ agonist, tim10-1 inh
Cc1ccc(NC(=O)C2CSC3(C)CCC(=O)N23)cc1S(=O)(=O)N1CCCCCC1 (stereo not drawn)
    19, 0, 0.4, 18, 4, 5, -3, -1, 20
Cc1ccc(Cc2nc(-c3ccccn3)no2)cc1
    26, 1, 1.6, 2, -120, -30, -2, 8, 3
CCN1C(=O)CSC1=NC1C2CC3CC(C2)CC1C3 (stereo not drawn)
    21, 2, -2.6, 24, 6, -14, -2, -1, 8
Cc1noc(C)c1C(=O)NCc1ccccc1F
    -6, 5, 0.9, 5, 20, 9, -1, 0, 13
Cc1ccc(N(CC(=O)Nc2cccc(Cl)c2C)S(C)(=O)=O)cc1
    17, -1, 2.2, 1, 5, 0, -1, -1, -9
COc1ccc(N2C(=O)[C@@H]3[C@H](C2=O)[C@H]2c4ccccc4C=CN2[C@@H]3C(=O)Nc2ccccc2)cc1
    16, -1, 1.7, 20, 11, 3, 0, -2, 28
C/C=C(/C)C(=O)O[C@H]1[C@@H](O)c2c(ccc3ccc(=O)oc23)OC1(C)C
    13, -6, 1.3, 24, 19, 2, 5, 2, 8
O=C(CCn1nnc2ccccc2c1=O)N[C@@H](Cc1c[nH]c2ccccc12)C(=O)O
    8, -1, -2.1, -1, 23, 9, -1, -1, -4
O=C(Oc1ccc(Cl)c2cccnc12)N1CCCCC1
    39, -1, 5.2, 23, 17, 17, 4, -3, 18
COC(=O)c1cc(=O)n(Cc2ccco2)c(=Nc2ccc(F)c(Cl)c2)s1
    7, -1, 55*, 32, 100*, 7, 7, 0, 21
COc1ccc(S(=O)(=O)N2CCCCCC2)cc1C(=O)NCCc1ccc(F)cc1
    13, 1, 1.5, 27, 18, 3, -2, 1, 21
Cc1cc(C)n(-c2ccc(C(=O)Nc3ccc(C)c(S(=O)(=O)N4CCOCC4)c3)cc2)n1
    4, -2, 0.0, 23, 33, 3, 3, 7, 6
O=C(c1ccco1)N1CCN(C(=O)c2ccc(-c3cccc(C(F)(F)F)c3)o2)CC1
    -3, -2, -0.8, 23, -2, -13, 2, 0, 0
Cc1cccc(CCN(C(=O)Cc2cccs2)C(C(=O)NC2CCCCC2)c2cccnc2)c1 (stereo not drawn)
    0, -1, -1.6, 0, 7, 12, -2, -4, 8
Cn1c(C(=O)N2CCN(c3ccccn3)CC2)cc2ccccc21
    16, 0, 1.2, 20, -1, 9, 0, -2, 29
Cc1cc2nc(/C(C#N)=C/c3ccncc3)[nH]c2cc1C
    22, -2, 2.4, 5, 7, 11, 1, 3, -8
CCOC(=O)CSc1cc(-c2ccccc2)nc2ncnn12
    14, -2, -0.3, 36, 23, 34, 0, -4, 44*
CC(C)CNC(=O)c1ccc(C2SCC(=O)N2Cc2ccccc2)cc1 (stereo not drawn)
    -11, -2, 0.0, 20, 5, -11, -4, -3, 5
CC(CCc1ccccc1)NC(=O)c1ccccc1F (stereo not drawn)
    37, 0, -1.6, -2, 13, -2, -4, 0, 7
Cc1c(C(=O)NCc2ccccc2)oc2ccc(S(=O)(=O)N3CCC4(CC3)OCCO4)cc12
    11, -4, -1.6, 18, 17, 10, -2, -4, 27
COc1ccc2c(c1[N+](=O)[O-])CCC/C2=N/OC(=O)c1ccccc1SC
    21, 0, -1.1, 4, -1, 0, -3, 3, 11
CCOC(=O)c1ccc2c(c1)C1C=CCC1C(C(=O)O)N2 (stereo not drawn)
    4, ., 1.9, 11, 1, 4, -5, 0, 15
Cc1ccccc1NC(=O)NNC(=O)c1ccc2ccccc2c1O
    10, -1, -0.4, -5, 5, 2, -3, 2, -11
COc1c(O)cccc1/C=N/NC(=O)Cn1ccnc1C
    17, 0, 1.1, 5, 4, -3, -3, -3, 1
CC(C)c1ccc(C(=O)NNC(=O)C2CC=CCC2C(=O)O)cc1 (stereo not drawn)
    -5, -1, 0.4, 13, -7, -1, -3, -2, -10
Cn1cc(S(=O)(=O)Nc2ccc(F)cc2F)c(=O)n(C)c1=O
    2, 3, -1.7, -8, 9, -10, 1, 6, -15
COc1ccccc1C(=O)NC(=O)CSc1nncn1C(C)C
    12, 0, -1.4, -13, -13, -15, 1, -1, -25
C[C@@H](NC(=O)c1nc[nH]c1C(=O)N1CCc2ccccc2C1)c1ccccc1
    -15, 0, 1.8, 30, 21, 9, -2, 1, 20
N/C(=N\OC(=O)c1ccc2c(c1)OCO2)c1cccc([N+](=O)[O-])c1
    8, 8, -0.7, 23, 39, 44*, -2, 6, 48*
O=C(NCc1ccccn1)C1C2C=CC(C2)C1C(=O)Nc1ccc(F)cc1 (stereo not drawn)
    2, -4, 0.7, 5, -9, -2, -2, -2, -3
CC[C@]12c3[nH]c4cc(-c5ccco5)ccc4c3CCN1C(=O)[C@@H](CC(=O)NC(C)(C)C)C[C@@H]2C(=O)N1CCN(C(=O)c2ccco2)CC1
    ., 3, 2.2, 39, 10, 1, 4, ., 15
Cc1cc(C(=O)COC(=O)c2ccc3c(c2)OCO3)c(C)n1Cc1cccs1
    -24, -1, 2.3, 14, -11, 21, 5, -6, 24
Oc1cccc(Nc2nc(-c3ccccc3Cl)nc3ccccc23)c1
    1, 17*, -0.4, 8, 13, 9, -1, 2, -5
O=C1CC(NS(=O)(=O)c2ccc(F)cc2)CN1c1ccc2c(c1)OCCO2 (stereo not drawn)
    18, 1, -0.6, -4, 12, 1, -2, -3, -6
O=C(Cc1cc(=O)[nH][nH]1)N/N=C/c1cccc2ccccc12
    9, -2, -1.3, 7, 15, 7, 3, -3, 22
O=C1CNC(=O)c2c(nc3n2CCC3)N1
    10, 11*, 0.6, 19, -17, 5, -4, -5, 2
CN(c1ccc(C(=O)O)cc1)S(=O)(=O)c1ccccc1
    8, 1, 0.3, 12, 11, -3, -3, 3, -18
Cc1nc2sc(C(c3ccc(Cl)cc3)N3CC(C)OC(C)C3)c(O)n2n1 (stereo not drawn)
    4, -1, 0.2, 12, 21, 7, -2, -2, 15
C#CCOC(=O)c1cc(Cl)c(=O)n(Cc2ccc(Cl)cc2Cl)c1
    19, 1, 0.0, 35, 23, -5, -1, -3, 32
CC1CN(c2nc3ccccc3nc2C(C#N)C(=O)NCc2ccc3c(c2)OCO3)CC(C)O1 (stereo not drawn)
    13, -2, -1.8, 6, 21, 2, -4, -5, 11

Pulled one by one from the entries so far (five):
Value order: NLRP3 yeast inh, GRIN3A LBD mod, CHOP UPR activ, tim23-1 inh, Mdm2 MdmX PPI, TIM10 inh, UPR XBP1 act, APJ agonist, tim10-1 inh
O=C1CNC(=O)c2c(nc3n2CCC3)N1
    10, 11*, 0.6, 19, -17, 5, -4, -5, 2
CCOC(=O)c1ccc2c(c1)C1C=CCC1C(C(=O)O)N2 (stereo not drawn)
    4, ., 1.9, 11, 1, 4, -5, 0, 15
C#CCOC(=O)c1cc(Cl)c(=O)n(Cc2ccc(Cl)cc2Cl)c1
    19, 1, 0.0, 35, 23, -5, -1, -3, 32
Cc1cccc(CCN(C(=O)Cc2cccs2)C(C(=O)NC2CCCCC2)c2cccnc2)c1 (stereo not drawn)
    0, -1, -1.6, 0, 7, 12, -2, -4, 8
O=C(NCc1ccccn1)C1C2C=CC(C2)C1C(=O)Nc1ccc(F)cc1 (stereo not drawn)
    2, -4, 0.7, 5, -9, -2, -2, -2, -3

Back to the main list with the 2 entries that preceded the break.
Value order: NLRP3 yeast inh, GRIN3A LBD mod, CHOP UPR activ, tim23-1 inh, Mdm2 MdmX PPI, TIM10 inh, UPR XBP1 act, APJ agonist, tim10-1 inh
C#CCOC(=O)c1cc(Cl)c(=O)n(Cc2ccc(Cl)cc2Cl)c1
    19, 1, 0.0, 35, 23, -5, -1, -3, 32
CC1CN(c2nc3ccccc3nc2C(C#N)C(=O)NCc2ccc3c(c2)OCO3)CC(C)O1 (stereo not drawn)
    13, -2, -1.8, 6, 21, 2, -4, -5, 11
O=C(CN1C(=O)NC2(CCc3ccccc32)C1=O)NCc1ccccc1Cl (stereo not drawn)
    7, -2, 0.3, 4, 25, 13, -3, -5, 9
O=c1[nH][nH]c(=O)n1-c1ccccc1
    11, 0, 2.3, 0, 1, -13, 0, -5, 3
O=C(O)CNC(=O)C(c1ccccc1)c1ccccc1
    5, -1, -0.6, 3, -12, -9, -4, 1, 10
CCOC(=O)C1(Cc2cccc(OC)c2)CCN(C(C)CC(C)(C)O)CC1 (stereo not drawn)
    14, 2, 1.0, 5, 8, 3, 2, -4, 8
O=C1N/C(=C/c2ccc(Br)s2)C(=O)N1c1ccccc1
    6, 1, 1.4, 11, 51*, -7, 3, -4, 46*
CCOC(=O)C1CCN(C(=O)Cn2nc(C)n3c(cc4cc(F)ccc43)c2=O)CC1
    1, -1, -1.1, -1, 5, 14, 0, -2, -4
Cc1ccc(S(=O)(=O)N2CCCCC2)cc1C(=O)N1CCN(CCO)CC1
    2, 2, 2.1, -9, 19, -9, 1, 3, -8
O=C(NCCCN1CCC(Cc2ccccc2)CC1)C1CC(=O)N(C2CCCC2)C1 (stereo not drawn)
    -13, 0, 1.0, -5, 16, 2, -2, -2, -4
Cc1cc(Cl)c(S(=O)(=O)Nc2ccccn2)cc1OCC(N)=O
    16, 0, -1.9, -2, -18, -1, 0, 1, 3
COCCNC(=O)C(OC(=O)c1cccs1)c1ccc(F)cc1 (stereo not drawn)
    20, -2, 0.0, 2, 4, 11, -4, -3, -2
N/C(=N\O)c1ccc(Oc2ccccc2Cl)c([N+](=O)[O-])c1
    14, 0, -1.3, 12, 14, 3, 2, 4, 26
COc1ccc(-c2cc3ccc(O)cc3oc2=O)cc1OC
    -15, -19, -0.4, 27, 5, 13, -1, 0, 14
Cc1ccc(S(=O)(=O)/C(C#N)=C/c2c(N3CCC(C(N)=O)CC3)nc3c(C)cccn3c2=O)cc1
    8, -13, 0.5, 0, 11, -7, 3, -3, 6

Mdm2 MdmX PPI, hit marks shown above.
smiles | NLRP3 yeast inh | GRIN3A LBD mod | Mdm2 MdmX PPI | UPR XBP1 act | APJ agonist
COC(=O)c1cc(=O)n(Cc2ccco2)c(=Nc2ccc(F)c(Cl)c2)s1 | 7 | -1 | 100* | 7 | 0
O=C1N/C(=C/c2ccc(Br)s2)C(=O)N1c1ccccc1 | 6 | 1 | 51* | 3 | -4

Source: PubChem
